# Screening data as filed in PubChem.
# NPSR antag – antagonists of human neuropeptide S receptor cAMP signaling. Q6W5P4. CHO-NPSR cells, cAMP TR-FRET, antagonist mode. Potency, µM (titrated, usually from 38.3 µM), for inactives: at the highest dose activity change, negative = inhibition, actives largely listed as inhibitors. 220,000 tested, 1% active; further: potency means the concentration at half of the fitted maximal effect; on the % scale 0 is the no-effect control and ±100 the full control effect; nearly all actives have a fitted effect of over 50% in size; many of its hits are not listed in these tables
# CBFb RUNX1 block – blocks binding between human CBF-beta and RUNX1; Q01196+Q13951; 230,000 tested, under 10 active; AID 1477; AlphaScreen CBFb-His/RUNX1-biotin binding, biochemical; Potency, µM (series often up to 59.8 µM), for inactives: at the highest dose activity, negative = inhibition, actives largely listed as inhibitors; further: % of control where 0% means no effect
# Target sequence (Q01196 whole entry, looked up): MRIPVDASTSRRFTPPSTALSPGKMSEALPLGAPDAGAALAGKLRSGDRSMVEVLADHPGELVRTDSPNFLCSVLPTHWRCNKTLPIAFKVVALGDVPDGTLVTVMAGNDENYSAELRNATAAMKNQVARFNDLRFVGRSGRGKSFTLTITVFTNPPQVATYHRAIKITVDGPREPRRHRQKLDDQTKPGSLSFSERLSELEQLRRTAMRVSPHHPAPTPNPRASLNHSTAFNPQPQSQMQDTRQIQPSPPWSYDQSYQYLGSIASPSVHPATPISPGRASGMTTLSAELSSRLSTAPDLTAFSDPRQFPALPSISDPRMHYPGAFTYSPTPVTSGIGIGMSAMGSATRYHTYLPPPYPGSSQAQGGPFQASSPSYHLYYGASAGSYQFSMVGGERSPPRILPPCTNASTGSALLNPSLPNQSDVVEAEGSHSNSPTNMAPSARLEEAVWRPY
# Target sequence (Q13951 whole entry, looked up): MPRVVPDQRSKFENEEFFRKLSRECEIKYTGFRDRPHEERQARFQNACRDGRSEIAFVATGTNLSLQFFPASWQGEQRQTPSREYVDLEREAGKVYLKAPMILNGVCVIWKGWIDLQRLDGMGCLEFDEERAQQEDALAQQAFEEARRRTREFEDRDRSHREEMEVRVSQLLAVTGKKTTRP
#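 Inhibition was taken as any reduction in AlphaScreen signal from the CBF-beta–RUNX1 pair (His and biotin tags, 30 nM each), measured after compound (15 min) and bead (90 min) incubations at room temperature.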
# Tau FP inhib – blocks human tau fibril formation measured by polarization; AID 1468; K18 P301L tau heparin fibrillization, Alexa594 FP, 6 h; Potency, µM (top dose mostly 57.7 µM), for the others: at the highest dose activity, negative = inhibition, hits mostly inhibitors; 280,000 tested, 0.39% active; further: potency means the concentration at half of the fitted maximal effect; on the % scale 0 is the no-effect control and ±100 the full control effect; nearly all actives have a fitted effect of over 55% in size
#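 FP of Alexa 594-tau after heparin (20 uM) induction. Substrate: human K18 P301L, 15 uM unlabeled, 0.24 uM labeled. Buffer 100 mM sodium acetate pH 7. 6 hr, 37 C.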
# TR SRC2 fluor cs – alters Texas Red total fluorescence, flagging assay interference; TRb/SRC2 Texas Red total fluorescence interference; Potency, µM (titrated, usually from 106 µM), without a hit: at the highest dose fluorescence change, negative = quenching; 280,000 tested, 0.29% active; AID 1479; active means well fitted curve in either direction with a large enough effect; inconclusive means small, poorly fitted or top-dose-only effect; further: potency means the concentration at half of the fitted maximal effect; on the % scale 0 is the no-effect control and ±100 the full control effect
#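 Human TRβ ligand-binding domain (0.6 uM) and Texas Red SRC2 peptide (20 nM) in Tris buffer with 1 uM T3 and 5% DMSO were incubated with pinned compound for 5 hr at ambient temperature. Total fluorescence was computed as S + 2P (555/632 nm).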
# TRb SRC2 PPI – disrupts binding of human TR beta to SRC2; 280,000 tested, 0.065% active; P10828; Potency, µM (titrated, usually from 106 µM), without a hit: at the top dose activity change, negative = inhibition, actives largely listed as inhibitors; AID 1469; TRbeta-SRC2 peptide binding, fluorescence polarization; receptor liganded with 1 µM T3;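 further: potency means the concentration at half of the fitted maximal effect; plate controls were bound peptide for no effect and peptide without receptor for full effect; nearly all actives have a fitted effect of over 50% in size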
# Target sequence (P10828 whole entry, looked up): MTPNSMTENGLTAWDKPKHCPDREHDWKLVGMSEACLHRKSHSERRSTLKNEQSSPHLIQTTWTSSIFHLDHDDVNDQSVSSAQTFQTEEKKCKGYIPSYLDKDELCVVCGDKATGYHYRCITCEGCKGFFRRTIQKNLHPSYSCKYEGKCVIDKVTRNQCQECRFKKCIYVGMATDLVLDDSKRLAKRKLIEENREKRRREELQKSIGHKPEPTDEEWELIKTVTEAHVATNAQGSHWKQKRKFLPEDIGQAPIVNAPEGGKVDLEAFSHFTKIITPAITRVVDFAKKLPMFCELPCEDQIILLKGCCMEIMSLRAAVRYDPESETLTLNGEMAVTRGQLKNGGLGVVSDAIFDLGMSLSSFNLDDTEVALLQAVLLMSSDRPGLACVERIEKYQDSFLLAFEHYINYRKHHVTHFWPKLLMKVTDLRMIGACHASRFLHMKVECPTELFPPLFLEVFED
#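 Decrease in fluorescence polarization of 20 nM Texas Red SRC2 coactivator peptide flagged inhibition of its binding to 0.6 uM TRb LBD; 1 uM T3 included, incubation 5 hr, ex 555/em 632 nm.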
# Epigenetic reg – derepresses silenced GFP reporter in murine cells; 280,000 tested, 0.2% active; Potency, µM (top dose mostly 53.9 µM), for inactives: top-dose GFP activation, most hits filed as activators; murine LDR cells, GFP reporter derepression, 30 h; further: potency means the concentration at half of the fitted maximal effect; % of control where 0% means no effect; nearly all actives have a fitted effect of over 60% in size
#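 In this reporter-derepression format, murine cells bearing a silenced integrated CMV-GFP locus incubate with test compound (30 h, 37 C), then are washed and imaged; fluorescent objects of 20–120 um count as induced cells.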
# Tau fluor counter – counter-screen for tau fibril formation inhibitors. AID 1463. tau K18 P301L Alexa594 fluorescence, heparin fibrillization. 280,000 tested, 0.93% active. Potency, µM (highest dose often 57.7 µM), without a hit: at the highest dose activity change, negative = decrease; further: potency means the concentration at half of the fitted maximal effect; on the % scale 0 is the no-effect control and ±100 the full control effect; nearly all actives have a fitted effect of over 55% in size
#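 Human tau K18 P301L (15 uM unlabeled, 0.24 uM Alexa 594-labeled) in 100 mM sodium acetate pH 7 with 20 uM heparin, 6 hr at 37 C. ThT 30 uM added, 1 hr ambient; Alexa 594 FP and total fluorescence read at 555/632 nm.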
# GLA spleen mod – inhibits or activates alpha-galactosidase in human spleen homogenate | human spleen homogenate, 4MU-alpha-Gal fluorescence, 40 min | Potency, µM (series often up to 80 µM), without a hit: top-dose activity change, negative = inhibition, hits mostly inhibitors | 240,000 tested, 0.008% active;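 further: potency means the concentration at half of the fitted maximal effect; 0% = enzyme with vehicle and -100% = no enzyme basal signal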
#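 qHTS titration in buffer at pH 5.0. Alpha-galactosidase activity in spleen homogenate was measured via 4-methylumbelliferone release from 1 mM fluorogenic substrate after 40 min at 37C and a pH 10 stop. AC50 came from Hill fits of control-normalized data.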
# The depositor's hits bear a star; ? = inconclusive; · = not tested or not shown; & = joins results of further samples; [ ] = another dose, or the depositor's remark. Unless noted, the call rests on the fitted dose curve; in most records, active means well fitted curve in the direction sought with a large enough effect; inconclusive means small, poorly fitted or top-dose-only effect, or another doubt; inactive means no such curve, though single readings can be large; an effect the other way counts as inactive or inconclusive. An excerpt (hit frequency here may not be typical).
SMILES,NPSR antag,CBFb RUNX1 block,Tau FP inhib,TR SRC2 fluor cs,TRb SRC2 PPI,Epigenetic reg,Tau fluor counter,GLA spleen mod
c1csc(-c2nn3c(-c4ccncc4)nnc3s2)c1,-13%[46.1 µM],5%,-3%,-3%,-6%,-2.3%,3%,-7%
C[C@]12C=CC(=O)C=C1CCC1C2C(=O)C[C@]2(C)C1CC[C@]2(O)C(=O)CO (stereo not given in full),·,16%,10%,-2%,3%,-1.3%,0%,7%
O=C(CSc1nncs1)Nc1ccc2c(c1)OCO2,8%,-3%,-1%,-1%,-4%,-0.1%,-4%,-17%
Cn1nnc2c(N3CCCCC3)ncnc21,·,·,-5%,0%,4%,0.8%,-4%,·
O=C(Nc1ccc(F)cc1)N1CCCC(c2nc3c(nnn3Cc3ccccc3Cl)c(=O)[nH]2)C1 (stereo not given),-41%,-2%,?,0%,4%,7.1%,-15%,6%
COc1cccc(-n2c(SCC(=O)Nc3ccc(F)cc3F)nc3c([nH]c4ccccc43)c2=O)c1,·,·,-14%,5%,10%,1.4%,-24%,·
CC(C)Oc1ccc(CNC(=O)c2ccc3c(c2)nc2n3CCOC2)cc1,·,·,-6%,1%,-1%,-1.8%,-1%,·
CC(C)(C)c1ccc(C(=O)CSc2ncn[nH]2)cc1,-14%[46.1 µM],6%,6%,1%,-3%,0.0%,3%,1%
Cc1ccc(NC(=O)Cn2cc(C(=O)C3CC3)c3ccccc32)cc1,·,·,-10%,5%,-12%,4.8%,0%,·
O=C(c1cccc(C(F)(F)F)c1)C1CCCN(C(=O)CCn2cnnn2)C1 (stereo not given),5%,4%,-3%,1%,-1%,1.1%,0%,7%
COc1ccc(N2CCN(C(=O)COCC(=O)O)CC2)cc1,16%,-3%,10%,3%,0%,4.8%,7%,13%
Cn1c(=O)c2c(nc(SCCN3CCCCC3)n2Cc2ccc(Cl)cc2)n(C)c1=O,-15%[46.1 µM],2%,1%,1%,3%,-1.9%,-10%,5%
CC1=C(C#N)C(=O)NC(=O)/C1=C\c1ccc(-c2cc(C)c(C)cc2[N+](=O)[O-])o1,-42%,?,?,-4%,1%,-3.6%,?,6%
O=C(CN1C(=O)CCS(=O)(=O)c2ccccc21)Nc1cccc(Cl)c1,3%[46.1 µM],1%,-13%,-2%,1%,2.4%,-11%,4%
O=C(O)c1cc2c(ccc3ccccc32)[nH]1,7%[46.1 µM],9%,-5%,-5%,-9%,-2.1%,-3%,-5%
COC(=O)c1c(NC(=O)C2COc3ccccc3O2)sc2c1CCN(C(C)=O)C2 (stereo not given),1%,0%,1%,2%,1%,-3.0%,11%,7%
COc1ccc(NC(=O)CSc2ncccc2C(=O)OC(C)C)cc1OC,-17%[46.1 µM],2%,0%,-1%,3%,14%,-24%,-2%
CCc1ccc(C2=NN(CCC(=O)NCCc3ccc(Cl)cc3)C(=O)CC2)cc1,·,·,0%,2%,-6%,-1.1%,-3%,·
CN(Cc1ccccc1)c1ccc(-c2nc(-c3cccnc3)no2)cc1[N+](=O)[O-],·,·,-13%,-1%,10%,-3.5%,-26%,·
CNC(=S)N(CCc1ccc(S(N)(=O)=O)cc1)C1CC(=O)N(c2ccccc2F)C1=O (stereo not given),?,-5%,7%,-1%,8%,0.0%,4%,-4%
Cc1cccc(NC(=O)CSc2nnc(NC(=O)c3ccc(S(=O)(=O)N4CCOCC4)cc3)s2)c1C,-9%,?,1%,-2%,1%,1.0%,-14%,-6%
COCCn1c(-c2cccs2)csc1=Nc1cccnc1,-20%,-16%,?,0%,11%,-4.4%,-19%,3%
O=C1CN(c2nc3nonc3nc2N2CCCCC2)CCN1,-9%,8%,0%,-8%,-4%,0.0%,2%,6%
COc1ccc(NC(=O)CSc2nnc3ccc(-c4ccncc4)nn23)cc1OC,8%,-5%,13%,-6%,1%,-1.4%,7%,-1%
CCOC(=O)c1cc(S(=O)(=O)Nc2cc(F)ccc2C)[nH]n1,·,·,-8%,-5%,-3%,5.1%,-6%,·
CCC(=O)Nc1nc2ccc3nc(C)sc3c2s1,0%[46.1 µM],8%,-1%,0%,1%,0.0%,-3%,9%
CCCCC(CC)CNC(=O)c1ccc(Cn2c(=O)[nH]c3cc(OC)c(OC)cc3c2=O)cc1 (stereo not given),·,·,?,-2%,-2%,1.4%,?,·
Cc1ccccc1Nc1c(-c2ccncc2)nc2ccc(Cl)cn12,-42%,14%,8%&8%,-3%&-2%,-3%&5%,-0.9%&-0.4%,-15%&-20%,-7%
O=C(NNS(=O)(=O)c1ccccc1)c1cnn(-c2ccccc2)c1-n1cccc1,-20%[46.1 µM],1%,-2%,1%,3%,0.0%,-9%,8%
Cc1ccc2[nH]c(-c3ccccc3)c(CN3CCCC3)c(=O)c2c1,-27%,15%,-7%,-4%,-1%,1.5%,-1%,4%

# 11 structures out of the list, ordered by formula weight, rising.
SMILES,NPSR antag,CBFb RUNX1 block,Tau FP inhib,TR SRC2 fluor cs,TRb SRC2 PPI,Epigenetic reg,Tau fluor counter,GLA spleen mod
CCC(=O)Nc1nc2ccc3nc(C)sc3c2s1,0%[46.1 µM],8%,-1%,0%,1%,0.0%,-3%,9%
O=C1CN(c2nc3nonc3nc2N2CCCCC2)CCN1,-9%,8%,0%,-8%,-4%,0.0%,2%,6%
COCCn1c(-c2cccs2)csc1=Nc1cccnc1,-20%,-16%,?,0%,11%,-4.4%,-19%,3%
CCOC(=O)c1cc(S(=O)(=O)Nc2cc(F)ccc2C)[nH]n1,·,·,-8%,-5%,-3%,5.1%,-6%,·
Cc1ccccc1Nc1c(-c2ccncc2)nc2ccc(Cl)cn12,-42%,14%,8%&8%,-3%&-2%,-3%&5%,-0.9%&-0.4%,-15%&-20%,-7%
CN(Cc1ccccc1)c1ccc(-c2nc(-c3cccnc3)no2)cc1[N+](=O)[O-],·,·,-13%,-1%,10%,-3.5%,-26%,·
CCc1ccc(C2=NN(CCC(=O)NCCc3ccc(Cl)cc3)C(=O)CC2)cc1,·,·,0%,2%,-6%,-1.1%,-3%,·
COc1ccc(NC(=O)CSc2nnc3ccc(-c4ccncc4)nn23)cc1OC,8%,-5%,13%,-6%,1%,-1.4%,7%,-1%
CNC(=S)N(CCc1ccc(S(N)(=O)=O)cc1)C1CC(=O)N(c2ccccc2F)C1=O (stereo not given),?,-5%,7%,-1%,8%,0.0%,4%,-4%
CCCCC(CC)CNC(=O)c1ccc(Cn2c(=O)[nH]c3cc(OC)c(OC)cc3c2=O)cc1 (stereo not given),·,·,?,-2%,-2%,1.4%,?,·
Cc1cccc(NC(=O)CSc2nnc(NC(=O)c3ccc(S(=O)(=O)N4CCOCC4)cc3)s2)c1C,-9%,?,1%,-2%,1%,1.0%,-14%,-6%

# Following part.
SMILES,NPSR antag,CBFb RUNX1 block,Tau FP inhib,TR SRC2 fluor cs,TRb SRC2 PPI,Epigenetic reg,Tau fluor counter,GLA spleen mod
CC(CCc1ccco1)NC(=O)CSc1cc(=O)n(C)c2ccccc12 (stereo not given),-17%[46.1 µM],-7%,-5%,3%,2%,-1.1%,-11%,8%
COc1cc(C(=O)OCC(=O)N2CCCC2)cc(OC)c1OC,3%[46.1 µM],2%,-6%,-4%,1%,-1.0%,-5%,4%
O=C(/C=C/c1cccc([N+](=O)[O-])c1)Nc1cc(C(=O)O)cc(C(=O)O)c1,14%,-4%,4%,-12%,4%,8.4%,4%,13%
CC(=O)NC1=NN(C(C)=O)C(c2ccccn2)S1 (stereo not given),-4%,6%,-6%,-1%,-4%,-0.4%,-17%,-2%
Cc1ccc(NC(=O)NCCc2c(C)nn(C)c2C)cc1Cl,·,·,-2%,0%,-8%,-3.5%,-21%,·
Cc1ccc(NC(=O)CN2C(=O)c3ccccc3Sc3ccc(C(=O)N4CCOCC4)cc32)cc1F,·,·,0%,-30%,-4%,-1.6%,5%,·
O=S(=O)(CCCc1ccccc1)c1ncn[nH]1,-7%[46.1 µM],-3%,1%,0%,-16%,-7.0%,3%,-11%
COc1ccc(CCC(=O)NC2CC(=O)N(c3ccc(C)cc3)C2)cc1 (stereo not given),·,·,-12%,0%,-4%,1.4%,-3%,·
Cc1nc(-c2ccc(C)c(N3CCN(C(=O)Nc4cccc(Cl)c4C)CC3)c2)no1,·,·,-7%,3%,-5%,2.5%,-13%,·
O=C(CCCC(=O)NNC(=O)Nc1ccccc1)NNC(=O)Nc1ccccc1,12%,0%,-6%,1%,-7%,2.2%,-8%,3%
CCOC(=O)c1sc(NC(=S)NC(=O)C2CCCC2)cc1C,?,0%,?,1%,-1%,-0.9%,-19%,0%
CSc1nc2ccccc2cc1/C=C(\C#N)c1cccc(Cl)c1,-8%[46.1 µM],-3%,-7%,1%,-16%,1.4%,-8%,2%
CC(Sc1nnc(-c2cccs2)n1Cc1ccccc1)C(=O)NCc1ccc2c(c1)OCO2 (stereo not given),?,-2%,3%,0%,-5%,-4.9%,-14%,-19%
Cc1ccc(S(=O)(=O)Cc2csc(N)n2)cc1,4%[46.1 µM],-2%,8%,2%,6%,-6.7%,6%,-11%
COc1ccc(-c2c(C)nn3c(N)c(C#N)cnc23)cc1OC,11%,7%,-5%,-3%,2%,0.1%,-15%,8%
Cc1nn(-c2ccccc2)c2sc(C(=O)NC3CC3)cc12,-22%[46.1 µM],2%,-5%,0%,-21%,1.2%,4%,8%
O=C(O)c1cccc(Nc2cc(Cl)c3nonc3c2[N+](=O)[O-])c1,5%,0%,2%,-4%,6%,-2.9%,?,-9%
CC1(C)CC(c2nc(-c3ccc([N+](=O)[O-])cc3)cs2)CCO1 (stereo not given),-24%,-16%,3%,-4%,-9%,-0.7%,-15%,-5%
C=CCn1c(COc2ccc(Cl)cc2)nnc1SCc1ccc(C#N)cc1,-25%[46.1 µM],1%,16%,-2%,2%,0.0%,-2%,-2%
O=C(Nc1cccc(F)c1)N1CCCC(CNS(=O)(=O)Cc2ccccc2)C1 (stereo not given),-2%,2%,-8%,-1%,-4%,-6.0%,-12%,-1%
